# RGS4-Gao reg: modulates binding of RGS4 to human Galphao; P09471; binding response (% of control), % at 10 µM; Multiplexed bead flow cytometry; actives lie on both sides; actives 0.33% (n = 220,000); in the data active = binding response below about 49% or above about 150%; inactive = in between;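 note: fluorescent Galphao activated with aluminum fluoride binding bead-coupled RGS4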
# RGS8-Gao reg: modulates binding of RGS8 to human Galphao; actives 0.34% (n = 220,000); response (percent of control binding), % at 10 µM; multiplexed bead flow cytometry; actives lie on both sides; P09471; in the data active = response below about 60% or above about 140%; inactive = in between;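 note: Galphao activated as the GDP aluminium fluoride complex binding bead-coupled RGS8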
# Bcl-W Bim block: inhibitors of Bim-Bcl-W interaction, human; Q92843; bead-based flow cytometry, Bim peptide-Bcl-W binding; inhibition, % at 10 µM; actives 0.02% (n = 190,000); AID 952;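 note: 0% = bound tracer without compound and 100% = peptide blocker; higher means less fluorescent Bim peptide bound to Bcl-W beads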
# Target sequence (Q92843 whole entry, looked up): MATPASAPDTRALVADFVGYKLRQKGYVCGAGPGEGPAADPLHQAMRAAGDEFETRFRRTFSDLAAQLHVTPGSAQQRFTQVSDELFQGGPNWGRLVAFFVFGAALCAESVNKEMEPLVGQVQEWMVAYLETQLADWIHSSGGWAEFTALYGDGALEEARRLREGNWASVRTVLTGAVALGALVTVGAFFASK
# Bim-Bfl-1: disrupts Bim binding to human Bfl-1 | Q16548 | Bead-based flow cytometry, Bim-Bfl-1 binding inhibition | inhibition, % at 10 µM | actives 0.12% (n = 190,000) | AID 1008;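 note: 0% = wells without compound plus tracer and 100% = blocker peptide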
# Bim-Bcl-B: human Bim-Bcl-B interaction inhibition. AID 951. actives 0.073% (n = 190,000). inhibition, % at 10 µM. bead-based flow cytometry, Bim peptide-Bcl-B binding. Q9HD36;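 note: 0% = tracer peptide without compound and 100% = reference inhibitor peptide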
# Target sequence (Q9HD36 whole entry, looked up): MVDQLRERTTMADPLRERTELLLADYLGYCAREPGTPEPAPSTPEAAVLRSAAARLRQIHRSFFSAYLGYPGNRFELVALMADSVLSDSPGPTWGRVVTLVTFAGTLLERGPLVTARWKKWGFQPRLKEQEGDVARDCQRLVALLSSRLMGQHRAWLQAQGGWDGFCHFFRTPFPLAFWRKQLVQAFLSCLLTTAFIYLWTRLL
# Mcl1 Noxa PPI: disrupts binding of human Mcl-1 to Noxa peptide; Q07820; TR-FRET Mcl-1/Noxa peptide binding, 2 h; inhibition, % at 21.7 µM; actives 1.5% (n = 220,000);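 active = compounds that cut the protein-peptide binding signal by more than 50% relative to plate controls in a single-dose test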;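 note: His-tagged Mcl-1 with rhodamine Noxa BH3 peptide and terbium anti-His antibody; 0% = Mcl-1 plus Noxa peptide wells and 100% = peptide-only wells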
# Mcl-1 Bim block: disrupts Bim peptide binding to human Mcl-1. Q07820. Bead-based flow cytometry, Bim peptide-Mcl-1 binding. inhibition, % at 10 µM. actives 0.1% (n = 190,000). AID 1009;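 note: 0% = no compound tracer wells and 100% = peptide blocker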
# RGS7-Gao: regulators of human RGS7-Galphao interaction | AID 1439 | actives 0.35% (n = 220,000) | Multiplexed bead flow cytometry, RGS7-Galphao binding; actives lie on both sides | binding response (% of control), % at 10 µM | P09471; in the data active = binding response below about 49% or above about 150%; inconclusive = no clear call, values can overlap the other calls; inactive = in between;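 note: fluorescent Galphao held in activated GDP-AlF4 state binding bead-coupled RGS7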
# Mcl1 Bid PPI: disrupts binding of human Mcl-1 to Bid peptide; Q07820; TR-FRET Mcl-1/Bid-Dy647 peptide binding, 1536-well; inhibition, % at 21.7 µM; actives 0.97% (n = 220,000);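 active = compounds that cut the binding signal by more than half at the single screening dose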;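 note: His-tagged Mcl-1 with europium anti-His antibody binding Bid BH3 peptide; 0% = Mcl-1 plus peptide wells and 100% = peptide-only wells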
# Bim-Bcl-2: inhibitors of Bim-Bcl-2 interaction, human. inhibition, % at 10 µM. Bead-based flow cytometry, Bim peptide-Bcl-2 binding. P10415. actives 0.06% (n = 190,000); in the data active = inhibition above about 40%; inconclusive = no clear call, values can overlap the other calls;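 note: 0% = no compound wells with probe peptide and 100% = reference peptide inhibitor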
# Target sequence (P10415 whole entry, looked up): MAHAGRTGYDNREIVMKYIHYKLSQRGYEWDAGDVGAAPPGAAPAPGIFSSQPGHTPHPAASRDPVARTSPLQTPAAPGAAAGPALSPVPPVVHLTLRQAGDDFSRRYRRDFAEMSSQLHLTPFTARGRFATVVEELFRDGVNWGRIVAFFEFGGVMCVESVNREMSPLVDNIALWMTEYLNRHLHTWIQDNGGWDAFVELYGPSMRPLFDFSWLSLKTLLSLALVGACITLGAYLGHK
# Bim-Bcl-XL: disrupts Bim peptide binding to human Bcl-XL; AID 1007; bead flow cytometry, fluorescence; Q07817; actives 0.04% (n = 190,000); inhibition, % at 10 µM
# Target sequence (Q07817 whole entry, looked up): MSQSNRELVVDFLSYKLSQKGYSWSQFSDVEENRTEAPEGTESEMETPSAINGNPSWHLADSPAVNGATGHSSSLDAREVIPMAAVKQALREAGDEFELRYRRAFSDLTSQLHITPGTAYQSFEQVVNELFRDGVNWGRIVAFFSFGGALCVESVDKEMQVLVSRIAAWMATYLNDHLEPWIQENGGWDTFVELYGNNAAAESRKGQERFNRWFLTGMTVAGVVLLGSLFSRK
# Active calls of the source: *; ? = inconclusive; / = no result given. Cut-off read from the data, not from the text of the source, unless noted: active = inhibition above about 40%. Outcome played no part in choosing rows (roughly 2.7% active in at least one column).
entry	SMILES	RGS4-Gao reg	RGS8-Gao reg	Bcl-W Bim block	Bim-Bfl-1	Bim-Bcl-B	Mcl1 Noxa PPI
1	COCCN1C(=O)N(C)[C@@H](c2ccccc2)C(C(C)=O)=C1C	98	100	/	/	/	-10
2	COc1ccc(/C=C/C(=O)Nc2ccc3c(c2)CCC3)cc1OC	100	102	0	-2	-1	8
3	CCOc1ccc(Nc2nc(N)nc(CN(C)C3CCCCC3)n2)cc1	99	104	1	-3	0	15
4	Oc1ccc(Oc2ncc(Cl)cc2Cl)cc1	103	100	1	-10	-2	11
5	CSc1nc(-c2ccc(Cl)cc2)nn1C(=O)c1ccccc1	99	101	-3	-19	-8	-4
6	CSc1ccc(C(=S)N2CCN(C)CC2)cc1	100	95	1	8	-38	-9
7	COc1ccc(C(=O)COC(=O)C2CCCN2C(=O)C23CC4CC(CC(C4)C2)C3)cc1 (centres undefined)	103	103	-3	-17	-7	26
8	Cc1ccc(CNC(=O)c2c(C)cc(=O)oc2C)cc1	101	102	-1	-18	-7	4
9	Cc1cc([N+](=O)[O-])nn1CCCC(=O)NC1CCCCC1	97	103	0	-6	-2	10
10	CCN(Cc1ccccc1)C(c1cccs1)c1nnnn1C1CCCCC1 (centres undefined)	93	87	-3	-6	-4	7
11	CCOc1ccc2c(c1)C(c1cccs1)=NNC(c1cccnc1)=N2	99	101	-2	-3	-5	14
12	Cc1nn(-c2ccccc2)c2c1C1(C(=O)N3c4c(cccc41)C(C)CC3(C)C)C(C#N)=C(N)O2 (centres undefined)	102	99	-3	-3	0	20

entry	Mcl-1 Bim block	RGS7-Gao	Mcl1 Bid PPI	Bim-Bcl-2	Bim-Bcl-XL
1	/	?	-31	/	/
2	-2	102	6	0	-4
3	0	92	-3	-1	-3
4	0	102	-14	-5	-1
5	-10	98	-5	-15	-4
6	-11	120	-41	0	-1
7	-4	100	7	-7	-6
8	-5	99	-19	-6	-6
9	-3	101	-15	-4	-4
10	-7	101	-3	-9	-3
11	0	?	-15	-6	-3
12	-3	97	4	-6	-6

# Other entries.
entry	SMILES	RGS4-Gao reg	RGS8-Gao reg	Bcl-W Bim block	Bim-Bfl-1	Bim-Bcl-B	Mcl1 Noxa PPI
13	CCOC(=O)C1CCN(C(=O)CCc2nc3ccccc3[nH]2)CC1	101	100	1	-12	-5	-18
14	COc1ccccc1NC(=O)C(C/C=C(/C)Cl)C(C)=O (centres undefined)	98	95	-5	0	-4	-23
15	O=C(CN1CCOCC1)Nc1cccc(S(=O)(=O)N2CCCCCC2)c1	103	103	-1	-9	0	-18
16	Cc1ccc(S(=O)(=O)NCCN(CCNS(=O)(=O)c2ccc(C)cc2)S(C)(=O)=O)cc1	101	101	0	-16	-7	6
17	O=C(C1CCCN(S(=O)(=O)c2ccccc2[N+](=O)[O-])C1)N1CCN(c2ccccc2)CC1 (centres undefined)	100	100	-7	-3	-7	7
18	COc1cc(C(=O)c2c(C)c(CCC#N)n3ccccc23)cc(OC)c1OC	104	103	0	-7	-3	4
19	CCc1nn(C(C)C(=O)N2CCN(Cc3ccccc3)CC2)c(=O)c2cc3occc3n12 (centres undefined)	101	100	-2	-1	-1	12
20	COc1cccc(C(=O)C2CCCN(Cc3cccn3-c3ccccn3)C2)c1 (centres undefined)	104	102	0	-3	-3	6
21	Cc1ccc2oc(=O)c3cnn(CC(=O)NC4CCCCC4C)c3c2c1 (centres undefined)	105	107	0	-2	-1	-6
22	Cc1ccc(NC(=O)c2c(C)nn(-c3ccccc3)c2Cl)c(C)c1	94	96	-15	-12	-14	-2
23	COC(=O)[C@@H]1C[C@@H]2CC[C@@H](O)C[C@@H]2N1Cc1ccc(Cl)cc1	95	99	/	/	/	-10
24	CN(C)c1ccc(NC(N)=S)cc1	104	106	-3	0	-8	-1

entry	Mcl-1 Bim block	RGS7-Gao	Mcl1 Bid PPI	Bim-Bcl-2	Bim-Bcl-XL
13	-2	104	-26	-7	-1
14	-4	96	-6	0	-4
15	0	99	-28	-2	-3
16	0	98	-12	-4	-4
17	-7	98	-24	-5	-5
18	0	?	-10	-1	-2
19	-3	100	-17	-1	-1
20	0	101	-6	0	-6
21	0	103	65*	-2	-8
22	-8	92	-10	-11	-5
23	/	?	-47	/	/
24	-7	102	-84	-4	-4

# (listing goes on)
entry	SMILES	RGS4-Gao reg	RGS8-Gao reg	Bcl-W Bim block	Bim-Bfl-1	Bim-Bcl-B	Mcl1 Noxa PPI
25	O=C(CSc1nc2ccc([N+](=O)[O-])cc2[nH]1)NC1CCCCC1	94	97	-2	-2	0	-2
26	Fc1ccc(OCCOCCOc2cccc3[nH]ccc23)cc1	100	100	0	-6	-1	3
27	O=C(N/N=C/c1ccccc1)c1ccc(CN2C(=O)c3cccc4cccc2c34)cc1	95	104	-7	-8	-3	32
28	Cc1nc(NCc2ccc3c(c2)OCO3)c2oc3ccccc3c2n1	100	103	4	-2	3	23
29	CNC(=O)/C(C#N)=C/c1c(N2CC(C)OC(C)C2)nc2ccccn2c1=O (centres undefined)	102	103	-2	-4	-9	5
30	CCC(=NCc1ccccc1)C1=C(O)C(C(=O)OC)C(C)(C)CC1=O (centres undefined)	99	98	-1	-13	-8	8
31	COc1cc(-c2nnc(COc3ccc4cc(Br)ccc4c3)o2)cc(OC)c1OC	98	100	0	-8	-10	-12
32	CCC(c1nnnn1CC1CCCO1)N(CCN1CCOCC1)Cc1cc2cc(C)ccc2[nH]c1=O (centres undefined)	100	101	-3	-4	0	18
33	CCC(=O)N1CCN(C(C)=O)C1c1ccccc1 (centres undefined)	103	104	3	-12	-5	-13
34	C=CCn1c(SCC(=O)N2N=C(c3ccco3)CC2c2ccco2)nnc1-c1ccncc1 (centres undefined)	93	84	0	-2	-1	9
35	C=CCc1cccc2cc(C(=O)NC)c(=O)oc12	100	100	-3	0	-1	-11
36	COc1ccc(OC)c(C(=O)Cn2nnc(-c3ccc(N4CCOCC4)cc3)n2)c1	103	99	/	/	/	22

entry	Mcl-1 Bim block	RGS7-Gao	Mcl1 Bid PPI	Bim-Bcl-2	Bim-Bcl-XL
25	-1	94	1	1	-4
26	-1	99	-42	-7	-3
27	-3	97	24	-2	-6
28	4	100	8	0	-1
29	-5	100	-9	-3	-7
30	6	98	-1	-9	4
31	-4	102	11	-12	-4
32	-1	99	-22	0	-3
33	0	104	-9	-3	6
34	-2	92	-10	-6	2
35	-6	98	22	-7	-2
36	/	?	-51	/	/

# Next part.
entry	SMILES	RGS4-Gao reg	RGS8-Gao reg	Bcl-W Bim block	Bim-Bfl-1	Bim-Bcl-B	Mcl1 Noxa PPI
37	CCC1(CC)C(=O)N(C)C(=O)NC1=Nc1ccc(OC)cc1	96	101	0	-10	-7	4
38	O=C(Nc1ccc(N2CCOCC2)c(F)c1)c1ccncc1	102	102	0	-14	-6	-1
39	O=C1CCCC2=C1C(c1ccc(Cl)cc1)N1C(=O)CCSC1=N2 (centres undefined)	97	102	-2	-1	-11	1
40	Cc1cccc(/C(N)=N/OC(=O)c2ccc(Br)o2)c1	101	107	-3	-1	-11	0
41	Cc1ccc(OCC(=O)N/N=C\c2ccc(C)o2)c(C)c1	99	100	0	-3	-2	2
42	COc1ccc(C2(CNC(=O)c3cccc([N+](=O)[O-])c3)CCCCC2)cc1OC	101	101	-2	-3	-12	12
43	COc1ccc(NC(=O)Nc2ncn(Cc3cccc(C(F)(F)F)c3)n2)cc1OC	99	97	-4	-2	-3	10
44	O=C(NC(=O)c1ccc(Cl)cc1)Nc1ccc(-c2cnco2)cc1	88	93	/	/	/	-139

entry	Mcl-1 Bim block	RGS7-Gao	Mcl1 Bid PPI	Bim-Bcl-2	Bim-Bcl-XL
37	1	99	-11	-3	-3
38	-1	104	6	0	-1
39	0	102	-17	0	-3
40	-6	100	5	0	-8
41	0	103	-49	0	0
42	-6	101	-17	-6	-9
43	-2	98	-23	-4	-4
44	/	?	6	/	/

# Structures above that have a Cl atom (7):
entry	SMILES	RGS4-Gao reg	RGS8-Gao reg	Bcl-W Bim block	Bim-Bfl-1	Bim-Bcl-B	Mcl1 Noxa PPI
4	Oc1ccc(Oc2ncc(Cl)cc2Cl)cc1	103	100	1	-10	-2	11
5	CSc1nc(-c2ccc(Cl)cc2)nn1C(=O)c1ccccc1	99	101	-3	-19	-8	-4
14	COc1ccccc1NC(=O)C(C/C=C(/C)Cl)C(C)=O (centres undefined)	98	95	-5	0	-4	-23
22	Cc1ccc(NC(=O)c2c(C)nn(-c3ccccc3)c2Cl)c(C)c1	94	96	-15	-12	-14	-2
23	COC(=O)[C@@H]1C[C@@H]2CC[C@@H](O)C[C@@H]2N1Cc1ccc(Cl)cc1	95	99	/	/	/	-10
39	O=C1CCCC2=C1C(c1ccc(Cl)cc1)N1C(=O)CCSC1=N2 (centres undefined)	97	102	-2	-1	-11	1
44	O=C(NC(=O)c1ccc(Cl)cc1)Nc1ccc(-c2cnco2)cc1	88	93	/	/	/	-139

entry	Mcl-1 Bim block	RGS7-Gao	Mcl1 Bid PPI	Bim-Bcl-2	Bim-Bcl-XL
4	0	102	-14	-5	-1
5	-10	98	-5	-15	-4
14	-4	96	-6	0	-4
22	-8	92	-10	-11	-5
23	/	?	-47	/	/
39	0	102	-17	0	-3
44	/	?	6	/	/

# Compound activity deposited in PubChem by several laboratories.
